# Bioassay records from PubChem.
# Statin myotox sup: suppressors of simvastatin-induced myotoxicity in C2C12 myotubes; ATP luminescence, 48 h; scaled: DMSO 0, geranylgeraniol control 100; rescue of ATP level, % at 7.49 µM; 0.78% of 330,000 active;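 active = mean ATP rescue above about 67%, or every replicate alone reaching that limit, limit read from the data, passing the limit was not always enough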;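 note: myotubes were challenged with 10 µM simvastatin during compound exposure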
# ARNT TACC3 PPI: disruptors of human ARNT/TACC3 interaction | Q9Y6A5 | AlphaScreen His-ARNT PAS-B/GST-TACC3 binding, luminescence; TACC3 fragment carries E629A point mutation | inhibition, % at 9.99 µM | 0.66% of 390,000 active;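 active = mean inhibition of replicates at least 50% and at least half of replicates each reaching 50%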;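 note: 0% = complete ARNT plus TACC3 wells and 100% = ARNT alone without TACC3; many hits fall short of the cut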
# SIRT5 block: blocks human SIRT5 desuccinylation of peptide; 1.1% of 330,000 active; Purified SirT5, succinyl-peptide AMC, trypsin-coupled fluorescence; AID 652115; inhibition, % at 15 µM; in the data active = inhibition above about 15%
# Target sequence (Q9NXA8 whole entry, looked up): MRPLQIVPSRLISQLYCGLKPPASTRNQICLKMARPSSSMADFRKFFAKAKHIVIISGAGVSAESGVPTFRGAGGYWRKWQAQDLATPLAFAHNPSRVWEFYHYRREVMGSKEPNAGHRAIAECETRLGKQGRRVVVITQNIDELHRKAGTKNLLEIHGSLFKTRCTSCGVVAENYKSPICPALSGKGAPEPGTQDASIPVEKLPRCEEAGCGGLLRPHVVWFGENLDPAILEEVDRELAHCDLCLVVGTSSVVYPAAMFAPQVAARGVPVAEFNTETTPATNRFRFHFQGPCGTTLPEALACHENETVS
# ERp5 inh: blocks human ERp5 reductase activity on insulin | Q15084 | ERp5 insulin aggregation, absorbance 650 nm, 90 min | inhibition, % at 9.99 µM | 0.05% of 350,000 active | AID 651711;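 active = mean replicate inhibition above about 25%, with every replicate also reaching it, limit read from the data, passing the limit was not always enough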
# Target sequence (Q15084 whole entry, looked up): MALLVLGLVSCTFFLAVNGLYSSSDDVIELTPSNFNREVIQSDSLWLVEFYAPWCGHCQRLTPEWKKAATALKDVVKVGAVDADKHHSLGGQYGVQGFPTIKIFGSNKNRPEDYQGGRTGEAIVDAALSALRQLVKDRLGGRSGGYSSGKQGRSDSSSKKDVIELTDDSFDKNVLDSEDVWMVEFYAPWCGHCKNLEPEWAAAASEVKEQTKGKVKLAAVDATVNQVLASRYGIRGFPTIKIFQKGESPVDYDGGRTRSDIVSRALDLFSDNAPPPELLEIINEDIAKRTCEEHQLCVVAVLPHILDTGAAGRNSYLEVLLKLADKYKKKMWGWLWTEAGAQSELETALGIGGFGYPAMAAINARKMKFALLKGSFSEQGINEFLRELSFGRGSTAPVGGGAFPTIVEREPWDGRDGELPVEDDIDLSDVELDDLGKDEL
# miR-122 sensor: inhibitors of miR-122 in Huh7 cells | activation (reporter increase), % at 12.5 µM | AID 602342 | 0.3% of 340,000 active | Huh7 miR-122 Renilla luciferase sensor, 48 h; neutral wells = 0, positive control = 100;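 active = mean replicate activation score at least 90 and every replicate individually at or above 90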;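 note: higher luciferase means less miR-122 activity so hits act as miR-122 inhibitors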
# Cneo AK release: causes C. neoformans cell lysis; adenylate kinase release luminescence, 4 h; normalised: neutral wells 0, clomiphene wells 100; lysis activity, % at 15 µM; 0.2% of 360,000 active; AID 651654;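 active = mean lysis activity across replicates of at least 80%, whatever share of replicates individually reach that level; inactive = mean lysis activity below 80%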
#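 Assay system: Cryptococcus neoformans yeast cells / Dosing: single-point compound dose / Timing: 4 h at 37 °C static, read 1 h later / Measured by: luminescence of released adenylate kinase using an AK detection reagent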
# esBAF inh: inhibitors of esBAF chromatin remodeling in mouse ES cells; Bmi1-luciferase knock-in reporter, 24 h; 100% = twice the neutral-well signal; reporter increase, % at 12.5 µM; 2% of 350,000 active; in the data active = activation above about 40%;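 note: 0% = median of the plate's neutral control wells and 100% = double that signal; a rise in the Bmi1 reporter signal indicates esBAF inhibition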
# Numbers without * were called inactive; x = no result given; [ ] = dose if it differs, or a comment.
SMILES,Statin myotox sup,ARNT TACC3 PPI,SIRT5 block,ERp5 inh,miR-122 sensor,Cneo AK release,esBAF inh
CCOC(=O)C1=C2c3ccc4ccccc4c3CC(C)(C)N2C(=O)C1=O,x,-3,-1,-1,x,-2,0
O=C(Nc1ccncc1)c1ccc(N2CCCC2=O)cc1,19,0,0,0,x,1,x
COc1ccc(NC2=C(Cl)C(=O)N(CCc3ccccc3)C2=O)cc1,x,-2,0,2,x,x,x
CC(C)[C@H](NC(=O)OC(C)(C)C)C(=O)N/N=C/c1cccc2nccnc12,6,23,2,-3,2,-1,6
O=C(CCCOc1ccccc1)OCn1nnc2ccccc2c1=O,x,-13,15,-5,x,x,x
O=C1N(Cc2ccccc2)CC2(Br)COCOC12O (stereo not drawn),0,8.9*,x,2,-3,-1,-10
CC(C)NC(=O)N(C)C[C@H]1Oc2cc(-c3cccnc3)ccc2S(=O)(=O)N([C@@H](C)CO)C[C@@H]1C,-2,-3,-6,-1,-1[16.7 µM],-4,1
CC1CC(C)(C)CC2(C1)NC(=O)N(CC(=O)Nc1c(F)cccc1F)C2=O (stereo not drawn),17,0,-22,2,-16,0,7
Cc1cc(/C=N/NC(N)=O)c(C)c(CO)c1,1,-5,1,3,0,0,-9
COc1ccc(C(C)NCCC(c2ccc(OC(C)C)cc2)c2ccccc2OC)cc1 (stereo not drawn),x,-6,0,5,x,x,x
C=CCNC(=O)c1sc(=S)n(-c2ccc(C(=O)OCC)cc2)c1N,x,3,-3,-1,-1,x,x
Cc1ccc(S(=O)(=O)N(C)C[C@@H]2Oc3c(NC(=O)Nc4ccccc4)cccc3C(=O)N([C@H](C)CO)C[C@H]2C)cc1,6,-8,-3,-1,1[16.7 µM],-3,-2
O=[N+]([O-])c1cc(S(=O)(=O)Nc2ccccc2)ccc1Nc1ccccc1,-41,3,0,0,x,-1,22
O=C(O)C1CCCC2CN3CCc4c([nH]c5ccccc45)C3C(O)C21 (stereo not drawn),14,9,1,2,-1,1,2
CS(=O)(=O)N(CCc1ccccc1)CC(=O)NCc1ccncc1,-1,2,x,-3,0,1,3
CCOc1ccc(C2/C(=C(\O)c3ccc4c(c3)OCCO4)C(=O)C(=O)N2CCCN2CCOCC2)cc1OC (stereo not drawn),4,1,-1,-1,3,-5,-2
O=C(CN1CCOCC1)Nc1ccccc1,12,3,-5,2,1,1,4
O=C(C1CCCCC1)N1CCC(c2nc3c(nnn3Cc3c(F)cccc3Cl)c(=O)[nH]2)CC1,5,-6,x,x,-2,-5,-2
COc1ccc(CN(C)Cc2cc(=O)n3ccsc3n2)c(OC)c1OC,8,-3,-3,2,-6,-1,-8
COc1ccc(CNC(=O)c2c(F)c(F)c(F)c(F)c2F)cc1,x,-3,9,-1,x,x,x
CCCCNC(=O)c1onc(CS(=O)(=O)c2ccccn2)c1C(=O)NCCCC,-1,-1,x,-8,-2,-4,2
COCC(=O)Nc1ccc2c(c1)OC[C@@H](C)N(C(=O)Nc1ccccc1F)C[C@@H](C)[C@H](OC)CN(C)C2=O,-3,-3,x,x,-22[16.7 µM],-3,3
Cc1nnc(SCC(=O)Nc2sc3c(c2C(N)=O)CCCC3)[nH]c1=O,7,6,x,x,-1,x,7
COc1ccc(N2CCN(C(=O)[C@H](Cc3c[nH]c4ccccc34)NC(C)=O)CC2)cc1,x,-4,1,0,x,x,x
CCCCc1cn([C@@H](CCCCNC(=O)OC(C)(C)C)C(=O)N2CCN(C(=O)OC(C)(C)C)CC2)nn1,5,-2,x,9,-3,3,-2
O=C(CNC(=O)c1cccc(N2C(=O)c3ccccc3C2=O)c1)Nc1ccc(F)c(F)c1,-2,-3,-6,-3,-5,3,3
CCOC(=O)CNC(=O)C1c2cc(OC)c(OC)cc2C(=O)N(C)C1c1ccccc1F (stereo not drawn),x,-4,x,x,0,-1,x
Cc1cccc(NC(=O)NC(C)C(c2cccs2)N2CCOCC2)c1 (stereo not drawn),2,-1,0,3,x,1,0
CCN1CCN(C(=O)c2nn(-c3ccc(C)cc3)c(=O)c3c2c2ccccc2n3C)CC1,x,0,x,x,0,1,-5
Cn1c(=O)c2c(nc(CN3CCC(C(N)=O)CC3)n2Cc2c(F)cccc2Cl)n(C)c1=O,11,19,x,x,1,-3,-3
CC(C)CC#Cc1cnc2c(c1)C(=O)N([C@@H](C)CO)C[C@H](C)[C@@H](CN(C)C(=O)CN1CCOCC1)O2,5,-6,-8,-3,-3[16.7 µM],2,-3
O=C(NCc1ccco1)c1[nH]c(C(F)(F)F)nc1-c1ccccc1,0,x,-3,-3,5,-1,-2
CC(=O)Nc1cn(-c2ccccc2)nc1-c1ccccc1,4,0,-3,3,-2,x,0
O=C(Nc1ccc(N2CCCC2)c(Cl)c1)c1ccc([N+](=O)[O-])o1,x,17,0,2,x,x,x
COCC(=O)N1CCCCN2[C@H](CO)[C@@H](c3ccc(-c4ccc(C)cc4)cc3)[C@@H]2C1,15,-9,3,3,4[16.7 µM],4,3
Cc1ccc(S(=O)(=O)NCCC(=O)Nc2ccc(S(=O)(=O)NC(C)C)cc2)cc1,31,0,-4,3,x,-2,5
O=C(C[C@@H]1CC[C@@H](NC(=O)c2ccc3c(c2)OCO3)[C@H](CO)O1)NCc1ccc(F)cc1,0,-10,3,-2,x,2,-1
COc1ccccc1CNC(=O)C[C@H]1CC[C@@H]2[C@H](COC[C@@H](O)CN2C(=O)Nc2ccc(Cl)cc2)O1,-3,-1,-1,0,3[16.7 µM],2,19
O=C(C[C@H]1C[C@H]2c3cc(NC(=O)NC4CCCC4)ccc3O[C@H]2[C@H](CO)O1)NCc1ccc2c(c1)OCO2,6,-10,x,-5,5[16.7 µM],1,3
C[C@H](CO)N1C[C@H](C)[C@@H](CN(C)C(=O)Nc2ccccc2)OCCCC[C@H](C)Oc2ccc(NC(=O)C3CCCCC3)cc2C1=O,x,-8,3,1,5[16.7 µM],1,-2
O=C(NCc1ccc(F)cc1)C(Cc1ccccc1)n1cccc1 (stereo not drawn),x,-4,1,-3,2,-5,x
CCCS(=O)(=O)NC(=O)C1(C)CCN(C(=O)c2c(F)ccc(C)c2F)C1 (stereo not drawn),1,x,x,1,x,0,5
CC(C)c1cn(CC[C@H]2CC[C@@H](NS(=O)(=O)c3ccc(Cl)cc3)[C@H](CO)O2)nn1,8,x,-1,4,x,3,-3
CO[C@H]1CC[C@H]2CCOc3c(C#N)cccc3C(=O)N(C)C[C@@H](c3ccccc3)CC(=O)N(C)C[C@@H]1O2,6,0,-3,2,x,29,5
CN(C)CCCOc1nn(Cc2ccccc2)c2ccccc12,-4,-3,-1,3,1,-1,-6
CCc1ccc(OCC(=O)Nc2ccc(S(=O)(=O)Nc3ccccn3)cc2)cc1,13,-9,4,-4,-2,-1,-10
CN(CCc1ccccc1)C(C(=O)Nc1ccc2c(c1)OCCO2)c1ccnc2ccccc12 (stereo not drawn),2,x,9,0,1,-17,31
Clc1ccc(-c2ccc(C=Nc3ccc(N4CCOCC4)cc3)o2)cc1,-12,7,9,-6,-14,-4,2
COc1ccc(N/C=C/C(=O)c2cc(OC)c(OC)c(OC)c2)cc1,-66,7,3,-10,x,-1,6
CC1(CCBr)C(=O)N(c2ccccc2)c2ccccc21 (stereo not drawn),-7,8,0,2,-14,-2,-2
COc1ccccc1N1CCN(C(=O)CCn2c(=O)[nH]c3ccccc3c2=O)CC1,-5,-11,x,x,-9,-2,0
COc1ccc(S(=O)(=O)NCC2CCC(C(=O)NCc3ccc(F)cc3)CC2)cc1 (stereo not drawn),-21,-4,-6,3,13,0,-5
O=C1Nc2ccc(Br)cc2C1Cc1ccccc1F (stereo not drawn),11,0,9,1,-2,-1,2
CCN(CC(=O)NC(C)(C)C)C(=O)c1ccc(Br)cc1,-3,-1,1,0,-7,1,-7
CCCCOc1cccc(C(=O)Nc2ccc(NC(=O)c3ccco3)cc2)c1,-240,-12,1,5,-1,-1,-4
COc1ccc(/C=N/OCC(=O)Nc2cc(C)on2)cc1OC,x,-7,3,7,-6,4,x
C[C@@H]1CN([C@@H](C)CO)C(=O)c2c(c3ccccc3n2C)-c2ccccc2CO[C@H]1CN(C)S(=O)(=O)c1cccc(C#N)c1,x,-12,x,-8,x,-3,3
COc1cccc(-c2ccc3c(c2)O[C@@H](CN(C)Cc2cccnc2)[C@H](C)CN([C@@H](C)CO)S3(=O)=O)c1,-91,8,8,-6,6[16.7 µM],-7,0
CO[C@@H]1CN(C)C(=O)c2cc(NC(C)=O)ccc2OC[C@@H](C)N(Cc2ccc(F)cc2)C[C@H]1C,-3,-2,1,5,-5[16.7 µM],1,-5
O=C(/C=C/c1cccs1)NC(=S)Nc1ccc(C(=O)O)cc1,2,-30,-5,-2,5,0,8

# Compound profiles, as listed above. Order of screens: Statin myotox sup	ARNT TACC3 PPI	SIRT5 block	ERp5 inh	miR-122 sensor	Cneo AK release	esBAF inh
# O=C1N(Cc2ccccc2)CC2(Br)COCOC12O (stereo not drawn) is listed with 0	8.9*	x	2	-3	-1	-10
# CCCCOc1cccc(C(=O)Nc2ccc(NC(=O)c3ccco3)cc2)c1 is listed with -240	-12	1	5	-1	-1	-4
# O=C(CCCOc1ccccc1)OCn1nnc2ccccc2c1=O is listed with x	-13	15	-5	x	x	x
# COc1ccc(N/C=C/C(=O)c2cc(OC)c(OC)c(OC)c2)cc1 is listed with -66	7	3	-10	x	-1	6
# O=C1Nc2ccc(Br)cc2C1Cc1ccccc1F (stereo not drawn) is listed with 11	0	9	1	-2	-1	2

# New compounds follow
SMILES,Statin myotox sup,ARNT TACC3 PPI,SIRT5 block,ERp5 inh,miR-122 sensor,Cneo AK release,esBAF inh
COc1ccc(CCNC(=O)CN2C(=O)NC3(CCCCC3)C2=O)cc1,4,-1,-1,14,-3,2,-3
C[C@H]1CN([C@@H](C)CO)C(=O)c2cc(NC(=O)Cn3cnnn3)ccc2O[C@@H]1CN(C)C(=O)NC1CCCCC1,22,-4,2,8,0[16.7 µM],0,-2
COc1cccc(NC(=S)N(CCCN2CCCC(C)C2)Cc2cccs2)c1 (stereo not drawn),x,2,9,4,x,x,x
O=C(Nc1ccc(N2CCN(C(=O)c3ccccc3)CC2)cc1)c1ccc2c(c1)OCO2,-8,-4,x,x,-4,-2,-8
COc1ccc(Cl)cc1NC(=O)CNCC(c1ccccc1)N(C)C (stereo not drawn),x,10,0,1,x,x,x
N=c1sccn1CC(=O)Nc1ccccc1-c1ccccc1,-4,3,x,x,x,2,1
O=C(C1CCCN(S(=O)(=O)c2cccnc2)C1)N1CCn2c1nc1ccccc12 (stereo not drawn),-5,8,x,2,-5,1,-4
Cc1cc(C)nc(SCCCNCc2ccc(Br)cc2)n1,-1,-25,-1,3,x,2,-3
CCN(CC)C(=S)SC1CCCCN(C(=O)c2ccc(F)cc2)C1=O (stereo not drawn),x,-5,-4,-15,x,x,x
COc1ccc(CSC2=NCCN2)cc1Cl,-5,2,x,x,1,-3,-5
CN1CCN(S(=O)(=O)c2ccc(NC(=O)c3ccccc3Cl)cc2)CC1,-3,0,-1,5,0,-1,-3
COc1ccccc1-c1nc(SCC(=O)N2CCOCC2)n[nH]1,-1,-1,0,-2,2,9,-3
C=CCOc1ccccc1CNCCNC(=O)c1nonc1N,x,7,1,6,x,x,x
Cc1nc2ccccc2n1CC(=O)OCC(=O)NC1CC1,x,25,-4,2,x,x,x
COc1cccc(NC(=O)CSc2nnc(CNC(=O)c3ccccc3)n2C)c1,7,-2,x,x,-9,1,3
C[C@@H]1CN([C@H](C)CO)C(=O)c2cccc(NC(=O)C3CC3)c2O[C@@H]1CN(C)S(=O)(=O)c1ccccc1,-24,-9,-2,5,1[16.7 µM],3,4

# As a short view, 2 of the compounds above.
SMILES,Statin myotox sup,ARNT TACC3 PPI,SIRT5 block,ERp5 inh,miR-122 sensor,Cneo AK release,esBAF inh
COc1ccc(CCNC(=O)CN2C(=O)NC3(CCCCC3)C2=O)cc1,4,-1,-1,14,-3,2,-3
C[C@H]1CN([C@@H](C)CO)C(=O)c2cc(NC(=O)Cn3cnnn3)ccc2O[C@@H]1CN(C)C(=O)NC1CCCCC1,22,-4,2,8,0[16.7 µM],0,-2
